High-throughput results as filed in PubChem BioAssay.
PLK1 PBD block – PLK1 (human) polo-box domain binding inhibition; Plk1 PBD binding of FITC phosphopeptide, fluorescence polarization; Potency, µM, for inactives: max response, negative = inhibition, hits mostly inhibitors; 360,000 tested, 2.8% active; AID 720504; further: potency means the concentration at half of the fitted maximal effect; series mostly up to about 57 µM; on the % scale 0 is the no-effect control and ±100 the full control effect; nearly all actives have a fitted effect of over 65% in size
PI5P4K alpha inh – PI5P4K alpha (human) kinase inhibition | P48426 | PI5P4Kalpha enzyme, ADP-Glo luminescence, 60 min; active compounds read low | max response, % | 330,000 tested, 1.2% active | AID 652105; active means max response of -50% or lower; inconclusive means between -30% and -50%; inactive means -30% or higher; further: value at the top dose of about 77 µM; on the % scale 0 is the no-effect control and ±100 the full control effect
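Single end-point luminescence (ADP-Glo) quantified ADP from PI5P4Kalpha turnover; ATP 5 microM final, 1 h at RT, 0.1% CHAPS and 0.28 mM EGTA in HEPES pH 7.4.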
WRN inhibitor – blocks human WRN helicase; Q14191; 360,000 tested, 0.46% active; WRN helicase unwinding, fluorescent forked duplex, kinetic; Potency, µM (titrated, usually from 114 µM), for the others: at the highest dose activity change, negative = inhibition, usual class: inhibitors; further: potency means the concentration at half of the fitted maximal effect; on the % scale 0 is the no-effect control and ±100 the full control effect; nearly all actives have a fitted effect of over 55% in size
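WRN at 20 nM final preincubated with compound 15 min at room temperature; reaction started with 100 nM fluorophore/quencher forked duplex oligonucleotide and 2 mM ATP final. Unwinding followed kinetically by red fluorescence (ex 525, em 598 nm).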
EPAC1 antagonist – EPAC1 (human) antagonism; O95398; EPAC1 GEF assay, Rap1b-BODIPY-GDP exchange fluorescence; Potency, µM (top dose mostly 115 µM), for inactives: at the highest dose activity change, negative = inhibition, usual class: inhibitors; 360,000 tested, 0.14% active;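 further: potency means the concentration at half of the fitted maximal effect; plate controls were vehicle for no effect and positive control for full effect; nearly all actives have a fitted effect of over 50% in size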
Target sequence (O95398 whole entry, looked up): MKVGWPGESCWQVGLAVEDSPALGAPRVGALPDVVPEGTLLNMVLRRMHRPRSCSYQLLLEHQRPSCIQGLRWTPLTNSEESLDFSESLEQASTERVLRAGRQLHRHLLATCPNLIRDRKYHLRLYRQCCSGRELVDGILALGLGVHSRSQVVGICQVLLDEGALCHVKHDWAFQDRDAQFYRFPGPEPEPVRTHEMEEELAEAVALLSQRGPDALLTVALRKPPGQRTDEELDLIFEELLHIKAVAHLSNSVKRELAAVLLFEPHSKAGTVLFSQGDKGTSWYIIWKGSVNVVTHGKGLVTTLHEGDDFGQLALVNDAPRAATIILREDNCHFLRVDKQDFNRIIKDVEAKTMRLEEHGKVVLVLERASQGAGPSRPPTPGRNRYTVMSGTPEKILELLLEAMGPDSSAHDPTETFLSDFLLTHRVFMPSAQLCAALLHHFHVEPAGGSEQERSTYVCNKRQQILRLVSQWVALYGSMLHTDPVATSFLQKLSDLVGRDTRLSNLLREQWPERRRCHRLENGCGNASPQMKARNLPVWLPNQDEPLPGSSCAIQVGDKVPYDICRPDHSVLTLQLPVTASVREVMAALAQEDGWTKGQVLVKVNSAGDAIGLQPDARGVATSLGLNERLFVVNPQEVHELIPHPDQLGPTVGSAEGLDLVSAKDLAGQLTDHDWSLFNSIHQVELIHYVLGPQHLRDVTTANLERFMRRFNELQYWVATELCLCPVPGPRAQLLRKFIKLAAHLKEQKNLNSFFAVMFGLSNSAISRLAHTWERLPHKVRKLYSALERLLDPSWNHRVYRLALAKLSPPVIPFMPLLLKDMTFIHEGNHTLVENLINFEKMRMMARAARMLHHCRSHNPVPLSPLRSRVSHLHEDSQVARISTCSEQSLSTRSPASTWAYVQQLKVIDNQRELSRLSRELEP
FUS yeast rescue – suppressors of FUS proteinopathy in yeast. S. cerevisiae FUS-expressing, growth rescue, OD600, 24 h. Potency, µM (titrated, usually from 76.6 µM), for the others: at the highest dose growth rescue (activation), most hits filed as activators. 390,000 tested, 0.24% active. AID 1347120;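 further: potency means the concentration at half of the fitted maximal effect; plate controls were DMSO vehicle for no effect and reference control for full effect; nearly all actives have a fitted effect of over 55% in size; some results filed as inactive show a strong effect at the top dose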
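Steps: raffinose overnight preculture; dilution to OD 0.005 in 2% galactose minimal medium; compound addition (concentration series); 24hr at 30C, 99% humidity; absorbance read at 600 nm.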
Abeta yeast res – A-beta toxicity reversal in yeast. Potency, µM (titrated, usually from 46.1 µM), without a hit: at the top dose growth rescue, most hits filed as activators. yeast expressing A-beta42, growth rescue, OD600, 48 h; response scale: 0% DMSO, 100% iron-clioquinol control. AID 1347071. 410,000 tested, 0.063% active; further: potency means the concentration at half of the fitted maximal effect; nearly all actives have a fitted effect of over 55% in size
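Yeast A-beta toxicity model in growth medium with pinned compounds, 48 h at 30 C; growth read as absorbance at 600 nm. Normalized to FeCl3/clioquinol equimolar mix (positive) and DMSO (negative).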
aSyn yeast inh – alpha-synuclein toxicity inhibition in yeast; Yeast expressing alpha-synuclein, growth rescue, BacTiter-Glo, 24 h; Potency, µM (top dose mostly 46.1 µM), without a hit: top-dose growth rescue (activation), actives largely listed as activators; 370,000 tested, 0.14% active; AID 652106; further: potency means the concentration at half of the fitted maximal effect; % of control where 0% means no effect; nearly all actives have a fitted effect of over 65% in size
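Readout is rescue of growth in alpha-synuclein-expressing yeast, so inhibitors of toxicity appear as activators. Growth after 24 hr at 30 deg C in galactose medium is quantified by luminescence.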
EPAC1 ag – agonists of human EPAC1; O95398; EPAC1 agonist qHTS, biochemical assay; response scale: 100% = response to 6.5 mM cAMP; 360,000 tested, 0.073% active; Potency, µM (doses to about 154 µM), without a hit: at the top dose activation, usual class: activators; AID 720707; further: potency means the concentration at half of the fitted maximal effect; nearly all actives have a fitted effect of over 60% in size
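Read-out is the fluorescence drop as BODIPY-GDP leaves Rap1B (480 nm excitation, 540 nm emission), recorded every 5 minutes over 30 minutes. Reactions held 100 nM EPAC1, 250 nM Rap1B–BODIPY-GDP and 50 uM GDP, with 6.5 mM cAMP setting full activation.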
IL2 activator – IL-2 activation. 360,000 tested, 0.065% active. AID 652025. IL-2 activation reporter assay, cell-based qHTS; stimulated with anti-CD3/CD4/CD28 beads; in transgenic mouse T cells. activation, % (series mostly up to about 46 µM); in the data active means activation above about 50%; inconclusive means mostly about 30% to 49%; further: 0% is about no effect
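First, unstimulated transgenic mouse T cells were exposed to compound for 60 min. Next, anti-CD3/anti-CD4-coated beads with anti-CD28 were added. Finally, after 18 h at 37 degrees C, EGFP and DsRed were imaged.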
Numbers without * were called inactive; u = inconclusive; x = not tested or not shown; & = joins results of further samples; [ ] = remark or other dose. Unless noted, the call rests on the fitted dose curve; in most records, active means well fitted curve in the direction sought with a large enough effect; inconclusive means small, poorly fitted or top-dose-only effect, or another doubt; inactive means no such curve, though single readings can be large; an effect the other way counts as inactive or inconclusive.

1. Cc1cc(NC(=O)C(C)Sc2nc(-c3ccccc3)cc(=O)[nH]2)no1 (stereo not given)
2. COC(=O)C(O)(CC(=O)Nc1ccc(C)c(F)c1)C(F)(F)F (stereo not given)
3. CCN(Cc1ccccc1)C(=O)C(C)OC(=O)c1cc(S(=O)(=O)Nc2c(C)n(C)n(-c3ccccc3)c2=O)ccc1C (stereo not given)
4. CC1CCCN(Cc2cnc(Cl)s2)C1 (stereo not given)
5. COC(=O)[C@]12CCCCC=C1N(CCC1=CCCCC1)C(=O)[C@H](CC(=O)N1CCOCC1)C2
6. Cc1[nH]c2ccccc2c1-c1csc(NC(=O)CSCCO)n1
7. COc1ccc(/C=C2/SC(=S)NC2=O)cc1OCc1ccccc1
8. NC(=O)c1ccc(N2CCCC2)nc1

compound no.,1,2,3,4,5,6,7,8
PLK1 PBD block,-9%,-9%,-20%,-9%,-2%,-11%,u,3%
PI5P4K alpha inh,-24,-3,-11,3,3,0,-75*,0
WRN inhibitor,-7%,1%,1%,-18%,3%,4%,-19%,0%
EPAC1 antagonist,-8%,15%,-17%,-16%,-12%,-5%,-16%,-2%
FUS yeast rescue,u,8%,35%,-47%,29%,6%,16%,-13%
Abeta yeast res,-6%,21%,-19%,-1%[9.22 µM],9%,13%,2%,5%
aSyn yeast inh,5%,-5%,-3%,-4%,-1%,1%,0%,4%
EPAC1 ag,0%,-1%,-9%,3%,-13%,8%,-5%,2%
IL2 activator,-3.8,-2.1,0.9,-3.4,0.6,0.4,-0.1,-0.1

9. CC(=C/c1ccc(C(C)C)cc1)/C=N/NC(=O)Cn1nc(C)cc1C
10. Cc1cc(N2CCCC(C(=O)Nc3ccc4c(c3)CCC4)C2)n2ncnc2n1 (stereo not given)
11. Cn1c(-c2ccccn2)[n+](C)c2ccccc21
12. COc1ccc(CCC(=O)OCC(=O)Nc2sccc2C#N)cc1
13. CCC(=O)NC(c1ccc(OC)c(OC)c1)c1cc(Cl)c2cccnc2c1O (stereo not given)
14. O=C(COC(=O)CCc1nc2ccccc2s1)Nc1ccc(S(=O)(=O)N2CCOCC2)cc1
15. O=C1C(Cl)=C(N2CCOCC2)C(=O)N1c1ccc(Br)cc1
16. Nc1ccc2nc(-c3ccccc3)[nH]c2c1

compound no.,9,10,11,12,13,14,15,16
PLK1 PBD block,3%,-1%,2%,-2%,-12%,-4%,u,0%
PI5P4K alpha inh,19,x,5,u,6,-9,-19,-12
WRN inhibitor,5%[57.1 µM],0%,-7%,-10%,-21%,4%,-12%,-17%
EPAC1 antagonist,-15%,3%,3%,-8%,u,2%,-12%,1%
FUS yeast rescue,12%,18%,14%,24%,32%,28%,1%,3%
Abeta yeast res,5%,8%,0%,-9%,-19%,4%,-34%[inhibitor],-17%
aSyn yeast inh,22%,1%,2%,6%,-11%&14%,6%,0%,-4%
EPAC1 ag,-6%,7%,3%,3%,-4%,9%,3%,6%
IL2 activator,-2.7,1.3,-1.1,0.3,-1.2,-0.3,1.2,-2.3

An excerpt of these results, with two lines to a compound:
Second line of a record – PLK1 PBD block | PI5P4K alpha inh | WRN inhibitor | EPAC1 antagonist | FUS yeast rescue | Abeta yeast res | aSyn yeast inh | EPAC1 ag | IL2 activator
13) CCC(=O)NC(c1ccc(OC)c(OC)c1)c1cc(Cl)c2cccnc2c1O (stereo not given)
 : -12% | 6 | -21% | u | 32% | -19% | -11%&14% | -4% | -1.2
11) Cn1c(-c2ccccn2)[n+](C)c2ccccc21
 : 2% | 5 | -7% | 3% | 14% | 0% | 2% | 3% | -1.1

Later entries
17. CN(Cc1ccccc1)C1CCCN(C(=O)c2ccc(Cl)s2)C1 (stereo not given)
18. COc1cccc(NC(=O)COC(=O)c2c(C)noc2C)c1
19. CCn1ncc(/C=C/C(=O)c2ccccc2)c1C
20. CC(C)S(=O)(=O)C1=NSC2=NC(=O)/C(=C\c3ccc(OC(=O)c4ccco4)cc3)C(=N)N21
21. CC1C(=O)NN=C1C(=O)N/N=C/c1ccco1 (stereo not given)
22. O=C(CSc1nnc(-c2ccc(F)cc2)n1-c1ccccc1)NCCN1C(=O)CSC1=O
23. Cc1cc(O)ccc1-c1cc(C(=O)NCc2cc(C(F)(F)F)cc(C(F)(F)F)c2)[nH]n1
24. Cc1ccc2c(c1)N(Cc1ccccc1)C(=O)C(C)O2 (stereo not given)

compound no.,17,18,19,20,21,22,23,24
PLK1 PBD block,-4%,-4%,-12%,u,27µM*,-3%,3%,4%
PI5P4K alpha inh,6,-11,-12,-76*,-7,-4,-3,-2
WRN inhibitor,-3%,4%,0%,-22%,7%[57.1 µM],1%,-9%,-1%
EPAC1 antagonist,-10%,-2%,-9%,-10%,-3%,4%,-23%,-2%
FUS yeast rescue,13%,-1%,30%,-5%,-17%,-17%,-7%,-15%
Abeta yeast res,-8%,-8%,-15%,-9%,-18%,-3%,0%,-13%
aSyn yeast inh,-2%,-20%,-14%,1%,-9%,5%,2%,13%
EPAC1 ag,-7%,-17%,6%,-7%,8%,-13%,-10%,-9%
IL2 activator,0.8,0.9,-1.8,-0.3,0.0,-0.8,0.6,-0.2

25. Cc1cc(-c2ccccc2)nc(N(C)NC(=O)c2ccc(Cl)cc2)c1S(C)(=O)=O
26. O=C(Nc1cccc(Cl)c1)Nc1ccc2c(c1)OCO2
27. Cc1noc(C)c1C(=O)Nc1nc(-c2cccs2)cs1
28. CCOC(=O)C1CCN(C(=O)Cn2cnc3sc(C)c(S(=O)(=O)N4CCC(C)CC4)c3c2=O)CC1
29. CC1(c2ccc(Cl)c(Cl)c2)NC(=S)N2C1NC(=S)N2c1ccccc1 (stereo not given)
30. O=C(CCc1ccccc1)NNC(=O)Cc1ccccc1
31. O=C1CC(C(=O)Nc2ccc(C(=O)O)cc2)C(c2ccccc2)O1 (stereo not given)
32. O=C(Nc1ccccc1C(=O)NCc1ccco1)NC1CCCCC1

compound no.,25,26,27,28,29,30,31,32
PLK1 PBD block,0%,-2%,-24%,-5%,-17%,-6%,2%,-11%
PI5P4K alpha inh,12,0,0,-4,-10,1,-7,4
WRN inhibitor,2%,-8%,3%,1%,-8%,12%,-7%,-9%
EPAC1 antagonist,8%,4%,-18%,9%,-12%,19%,-10%,9%
FUS yeast rescue,8%,3%,11%,2%,28%,11%,-5%,6%
Abeta yeast res,2%,-2%,-3%,3%,u,6%,6%,-1%
aSyn yeast inh,-6%,1%,-11%,-7%,7%,-3%,-4%,-4%
EPAC1 ag,-26%,-2%,4%,-1%,8%,14%,9%,9%
IL2 activator,-2.7,3.0,-0.6,-0.7,-0.4,-0.5,0.9,-3.0

Next section (two carried over from the part before).
31. O=C1CC(C(=O)Nc2ccc(C(=O)O)cc2)C(c2ccccc2)O1 (stereo not given)
32. O=C(Nc1ccccc1C(=O)NCc1ccco1)NC1CCCCC1
33. COc1ccc(/C=C(\NC(=O)c2ccccc2)C(=O)OC[C@@H]2CCC[N+]3(C)CCCCC23)cc1OC (stereo not given in full)
34. COc1cccc(-c2cc(C(=O)N3N=C(C)CC3(O)C(F)F)c3ccccc3n2)c1 (stereo not given)
35. OCCNCc1c(OCc2ccc(Cl)cc2)ccc2ccccc12
36. COc1ccc(OCc2n(CC(=O)OC3CC(C)CCC3C(C)C)c3ccccc3[n+]2C)cc1 (stereo not given)
37. N#Cc1c(SCC(N)=O)nc2c(c1-c1ccncc1)CCCC2
38. COc1ccc(N(C(=O)c2ccc3c(c2)OCO3)C2C=CS(=O)(=O)C2)c(OC)c1 (stereo not given)
39. Cc1ccc(OCC(=O)O)c(O)c1
40. CN(C)S(=O)(=O)c1ccc(NC(=O)C2CC(=O)N(Cc3ccccc3)C2)cc1 (stereo not given)

compound no.,31,32,33,34,35,36,37,38,39,40
PLK1 PBD block,2%,-11%,-18%,-14%,-13%,-1%,-24%,-20%,1%,-10%
PI5P4K alpha inh,-7,4,-17,-6,-7,1,3,5,-4,-8
WRN inhibitor,-7%,-9%,-1%,7%,10%,1%,-4%[57.1 µM],-4%,4%,-10%
EPAC1 antagonist,-10%,9%,-21%,-16%,-7%,-2%,-11%,4%,8%,5%
FUS yeast rescue,-5%,6%,-28%,18%,37%,37%,4%,-4%,x,11%
Abeta yeast res,6%,-1%,-9%,-3%,7%,-24%,7%,-4%,-10%,-8%
aSyn yeast inh,-4%,-4%,1%,2%,15%,-25%,4%,2%,0%,-3%
EPAC1 ag,9%,9%,12%,9%,2%,-7%,1%,11%,0%,4%
IL2 activator,0.9,-3.0,0.2,1.2,-0.4,-4.3,0.7,-2.7,-4.6,-1.4

41. CCN1CCN(CCOc2ccc(Cl)cc2)CC1
42. Cc1ccc(C(=O)C2CCN(CC(=O)N3CCN(c4ccc(F)cc4)CC3)CC2)cc1
43. Cc1cc(Cl)c(OCCOCCN2CCCCC2)c(Br)c1
44. Fc1cccc(NC(=S)N2CCCCC2)c1
45. O=C(Cn1nc2n(c1=O)-c1ccccc1SC2)N/N=C/c1ccncc1
46. CC1(c2nnc(-c3cccc(Cl)c3)o2)CC(c2ccc(Cl)cc2)=NO1 (stereo not given)
47. C/C(Cc1ccccc1)=N\NC(=O)CNC(=O)c1ccccc1Cl

compound no.,41,42,43,44,45,46,47
PLK1 PBD block,-24%,1%,-11%,-3%,-15%,-8%,2%
PI5P4K alpha inh,-3,-1,-11,0,1,15,3
WRN inhibitor,-5%,-5%,u,6%,u,-3%,1%
EPAC1 antagonist,-10%,2%,-4%,0%,4%,-3%,-8%
FUS yeast rescue,-12%,24%,4%,-6%,40%,8%,-3%
Abeta yeast res,0%,-15%,6%,6%,-23%,-11%,-1%
aSyn yeast inh,-7%,4%,-9%,-7%,-9%,5%,-9%
EPAC1 ag,3%,3%,3%,-9%,0%,3%,2%
IL2 activator,0.6,-1.2,-1.3,0.1,-0.2,0.7,1.0
